From PubChem
SENP8 inh: SENP8 (human) protease inhibition; recombinant SENP8, Nedd8 substrate fluorescence; 360,000 tested, 0.64% active; inhibition, % at 20 µM; Q96LD8; in the data active means inhibition mostly above about 40%, no sharp cut-off; inactive means mostly below about 27%
NR3A LBD binder: modulates the human NR3A ligand-binding domain. NR3A LBD differential scanning fluorimetry, Tm shift; 0% = protein alone, 100% = glycine-bound protein. Tm shift relative to glycine control, % at 25 µM. 340,000 tested, 2.5% active;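 active means melting temperature shift of at least 10% of the positive control shift, at one fixed dose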
ATG4B inhibitor: blocks human ATG4B protease cleavage of LC3 substrate; Q9Y4P1; ATG4B cleavage of LC3-PLA2, NBD-HPC fluorescence, 1 h; inhibition, % at 8.33 µM; 340,000 tested, 0.51% active; in the data active means inhibition above about 40%
MPTP inh: blocks calcium-induced mitochondrial swelling; isolated mouse mitochondria, Ca2+ swelling absorbance, 30 min; inhibition, % at 10 µM; 360,000 tested, 1.4% active;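 active means inhibition of 50% or more, scaled per plate between neutral and stimulator controls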;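 further: 0% = DMSO wells given calcium and 100% = 1 mM EGTA wells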
SENP6 inh: blocks the human protease SENP6; Q9GZR1; inhibition, % at 10 µM; 330,000 tested, 1.8% active; Recombinant SENP6 catalytic domain, aminoluciferin luminescence; AID 2599;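 active means inhibition above about 50% at the single tested dose, limit read from the data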;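 further: plate controls were DMSO wells with enzyme for no effect and DMSO wells lacking enzyme for full effect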
Target sequence (Q9GZR1 628-1112 limits assumed): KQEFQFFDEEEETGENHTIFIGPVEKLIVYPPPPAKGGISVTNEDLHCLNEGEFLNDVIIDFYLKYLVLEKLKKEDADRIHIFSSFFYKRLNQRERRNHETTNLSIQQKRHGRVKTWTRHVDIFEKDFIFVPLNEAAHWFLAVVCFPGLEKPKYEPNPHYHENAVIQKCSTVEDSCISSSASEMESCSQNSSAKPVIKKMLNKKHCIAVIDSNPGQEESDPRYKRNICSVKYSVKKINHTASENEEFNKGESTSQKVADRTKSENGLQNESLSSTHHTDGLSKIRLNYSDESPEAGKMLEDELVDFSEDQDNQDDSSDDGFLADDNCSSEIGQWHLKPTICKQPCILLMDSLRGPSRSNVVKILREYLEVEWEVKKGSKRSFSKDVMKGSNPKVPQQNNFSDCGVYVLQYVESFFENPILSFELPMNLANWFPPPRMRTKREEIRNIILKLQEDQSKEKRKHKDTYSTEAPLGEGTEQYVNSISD
SENP1 FRET inh: inhibitors of human SENP1 SUMO protease catalytic domain; recombinant SENP1 catalytic domain, CyPet-SUMO1-YPet FRET cleavage; 360,000 tested, 0.21% active; inhibition, % at 10 µM; Q9P0U3;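 active means inhibition at least 30% at 10 µM, raw YFP signal under a set limit, fluorescence ratio 0.5 to 1.5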;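 further: 0% = enzyme with DMSO and 100% = no enzyme wells; some results filed as inactive read as strong as hits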
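Material: hSENP1 catalytic domain, recombinant; medium: Tris pH 8 with BME, BSA, NP40 and catalase; compound: single concentration of 10 µM compound, 0.5% DMSO final; technique: FRET read of cyan and yellow fluorescence; timing: 50 min enzyme reaction, room temperature, light-protected; reagent: SFCypet-SUMO1-SFYpet substrate at 25 nM; control set: no-enzyme low, enzyme-DMSO high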
PfGluPho inh: PfG6PD (Plasmodium falciparum) enzyme inhibition; PfGluPho enzyme, NADPH resazurin-diaphorase fluorescence; inhibition, % at 20 µM; 350,000 tested, 0.78% active; AID 504690;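 active means inhibition reaching at least a set limit at 20 µM in the primary screen, cut at about 59% in these data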;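 further: 0% = DMSO wells with substrate and 100% = DMSO wells lacking glucose-6-phosphate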
hIAP act: increases human intestinal alkaline phosphatase activity | P09923 | purified human IAP, CDP-Star luminescence, 30 min; active compounds read high; 1 = vehicle-only enzyme, 0 = enzyme-free background | activation factor at 10 µM | 330,000 tested, 0.16% active | AID 2524;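 active means activation factor of the enzyme at least 2-fold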; further: the source names both 10 and 20 µM as test concentration; values of inactives mirror those of a sister screen read the other way
Target sequence (P09923 whole entry, looked up): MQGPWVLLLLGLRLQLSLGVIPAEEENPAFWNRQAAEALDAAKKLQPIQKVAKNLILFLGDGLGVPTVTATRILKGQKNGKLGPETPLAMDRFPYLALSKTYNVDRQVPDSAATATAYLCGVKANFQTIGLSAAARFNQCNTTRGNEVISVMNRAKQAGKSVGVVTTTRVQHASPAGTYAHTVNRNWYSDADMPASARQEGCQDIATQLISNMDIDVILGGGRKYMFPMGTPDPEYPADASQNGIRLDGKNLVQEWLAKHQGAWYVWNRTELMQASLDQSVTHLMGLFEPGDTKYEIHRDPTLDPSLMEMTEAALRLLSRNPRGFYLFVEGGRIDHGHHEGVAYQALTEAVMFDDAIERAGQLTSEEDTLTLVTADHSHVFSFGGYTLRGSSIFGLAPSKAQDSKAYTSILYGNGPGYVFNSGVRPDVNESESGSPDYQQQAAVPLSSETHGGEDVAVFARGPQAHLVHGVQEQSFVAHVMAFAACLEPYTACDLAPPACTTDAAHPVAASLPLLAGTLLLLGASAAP
The depositor's hits bear a star; . = not tested or not shown.

SMILES	SENP8 inh	NR3A LBD binder	ATG4B inhibitor	MPTP inh	SENP6 inh	SENP1 FRET inh	PfGluPho inh	hIAP act
COc1ccccc1/C=C(/NC(=O)c1ccccc1)C(=O)NCCCn1ccnc1	18.6	0.8	-8.9	-0.2	-1.6	0.0	6.1	1.22
O=S(=O)(NCCCN1CCOCC1)c1ccc(Cl)s1	14.4	-1.3	-2.0	-0.4	21.0	0.1	-7.2	0.986
COc1ccc(OC)c(CN2CCN(C(=O)c3ccc(F)cc3)CC2)c1	-3.4	-1.4	-4.5	0.8	-8.5	-0.1	-9.4	0.894
Cc1ccc(N(C(C)C(=O)N2CCCC2)S(C)(=O)=O)cc1 (configuration not stated)	11.9	0.0	-1.2	-0.5	19.7	0.5	4.9	0.967
Cc1cccc(OCC(=O)NCc2cc(C)nc3ccccc23)c1	4.0	1.4	-27.6	2.4	-12.9	1.2	-10.5	0.932
CCN1C(N(C)CCc2cccs2)=N[C@@H](c2ccccc2)C(C(=O)OC)=C1C	-19.9	3.5	1.5	-2.0	-1.2	-22.2	2.5	0.966
COc1ccc(OC)c(C(=O)c2nc3c(n2O)CCCCC3)c1	8.6	0.1	5.7	0.6	0.8	-0.9	-2.6	0.975
O=Cc1ccccc1-n1cncn1	12.6	-0.9	3.0	0.7	19.7	-3.9	-6.9	0.882
CC1=C(C(=O)N2CCCC(C(=O)c3cccc4ccccc34)C2)OCCO1 (configuration not stated)	18.2	-1.7	-10.3	7.2	-14.8	0.1	8.2	0.801
COc1ccc(NC2CCCN(C(=O)CN3CCOC3=O)C2)cc1 (configuration not stated)	5.2	-0.6	15.9	0.2	4.6	-5.0	12.4	0.879
C=CCn1c(SCC(=O)OCC)nc(C(F)(F)F)cc1=O	10.2	-2.5	1.1	-0.8	-0.1	1.9	-9.7	1.24
C[C@@H]1CN([C@@H](C)CO)C(=O)CCCn2nncc2CO[C@@H]1CN(C)S(=O)(=O)c1ccc(Oc2ccccc2)nc1	0.3	.	.	7.2	.	-0.4	-11.3	.
Cc1ccccc1OCCCC(=O)NCc1ccco1	4.0	-2.0	10.5	-2.9	8.2	-2.0	-17.2	0.926
COC(=O)C1=C(C(=O)OC)[C@@H]2N(Cc3ccccc3)c3ccccc3[C@@]23C[C@@H](C(=O)OC)N(C(=O)COCc2ccccc2)C3=N1	18.5	-4.7	1.3	-0.5	0.1	0.7	7.5	1.02
COc1ccc([C@@H]2C[C@@H](c3ccccc3)Oc3cc(OC)c(OC)c(OC)c32)cc1	4.4	0.5	-9.6	0.0	-2.7	2.9	17.1	0.985
CCOC(=O)c1nc(Nc2cc(Cl)ccc2OC)c2ccccc2n1	-68.7	10.0*	-10.6	-0.2	-22.4	-5.2	4.8	1.01
O=c1cc(-c2ccc(Br)cc2)[nH][nH]1	24.0	-2.7	-4.6	-1.4	2.9	1.0	4.9	0.982
COc1ccc(COC(=O)C2CC(=O)N(Cc3ccccc3)C2)cc1 (configuration not stated)	-4.6	-1.3	-3.3	-0.8	-15.0	2.8	9.1	0.905
CC(Cc1cccs1)NC(=S)Nc1ccc(Cl)cc1 (configuration not stated)	-0.5	4.6	2.0	83.3*	-14.7	0.7	-4.8	0.992
Cn1nc(C(=O)NNC(=O)C2CSC3(C)CCC(=O)N23)c2ccccc2c1=O (configuration not stated)	3.7	-0.7	5.9	-2.6	-10.8	-0.7	6.0	0.991

Nothing new here: entries from further up.
SMILES	SENP8 inh	NR3A LBD binder	ATG4B inhibitor	MPTP inh	SENP6 inh	SENP1 FRET inh	PfGluPho inh	hIAP act
COc1ccc(COC(=O)C2CC(=O)N(Cc3ccccc3)C2)cc1 (configuration not stated)	-4.6	-1.3	-3.3	-0.8	-15.0	2.8	9.1	0.905
CC(Cc1cccs1)NC(=S)Nc1ccc(Cl)cc1 (configuration not stated)	-0.5	4.6	2.0	83.3*	-14.7	0.7	-4.8	0.992
Cn1nc(C(=O)NNC(=O)C2CSC3(C)CCC(=O)N23)c2ccccc2c1=O (configuration not stated)	3.7	-0.7	5.9	-2.6	-10.8	-0.7	6.0	0.991

The list continues.
SMILES	SENP8 inh	NR3A LBD binder	ATG4B inhibitor	MPTP inh	SENP6 inh	SENP1 FRET inh	PfGluPho inh	hIAP act
Cc1ccc(NS(=O)(=O)c2ccc(N/N=C/c3ccncc3)c([N+](=O)[O-])c2)c(C)c1	9.0	3.1	-4.8	-1.9	13.0	2.9	1.0	0.926
CSc1nc(-c2ccccc2)nc(NC(=O)C(C)C)c1C(C)=O	17.6	2.5	-11.1	-0.2	-48.0	1.5	-3.1	1.03
O=C(NCC(=O)N1CCC2(CC1)NCCc1[nH]cnc12)c1ccc(F)cc1	8.1	-0.5	-4.4	-1.5	14.5	2.8	4.9	0.893
Cc1nn(CC(=O)Nc2cccc(Cl)c2)c(=O)c2cc(-c3ccccc3)nn12	6.8	-5.3	10.5	1.5	-0.1	0.4	-6.1	0.951
CC(C)c1ccc(CNc2ncccn2)cc1	-1.1	2.9	4.5	0.1	-17.7	1.1	-1.9	0.853
O=C(COC(=O)COc1ccc(Nc2ccccc2)cc1)NCc1ccco1	11.0	-0.3	-5.5	-1.6	-20.0	-0.9	2.0	0.984
O=C(Nc1nc2ccccc2[nH]1)c1cccs1	-19.1	0.2	-5.4	-0.5	17.0	0.0	8.4	1.22
Cc1ccc(O)c(NC(=S)NC(=O)COc2ccc(Br)cc2)c1	4.2	16.9*	-3.4	2.5	-2.9	4.6	-12.0	1.01
CCOc1ccc(N(CC(=O)NC2CCCCC2)C(=O)CSc2nnc(COc3ccccc3)o2)cc1	10.6	-5.3	5.5	0.8	-8.3	0.8	-2.2	1.08
COc1ccc(CN2CCN(Cc3ccc4cc(F)ccc4n3)CC2CCO)c(C)c1C (configuration not stated)	-8.8	-4.4	-2.2	3.2	-14.6	-6.4	-7.2	0.967
COc1cc([N+](=O)[O-])ccc1NC(=O)NCC1CCN(Cc2ccc(Cl)cc2)CC1	28.6	-2.3	-9.4	0.6	-50.4	-14.4	-2.5	0.917
Oc1ccc(C[C@@H]2CNCCN2CC2(c3ccccc3)CC2)cc1	9.1	3.1	-8.6	1.3	2.5	1.2	10.8	1.14
COc1ccc(Cn2nnnc2C(CC(C)C)N2CCN(c3ccccc3)CC2)cc1 (configuration not stated)	7.9	18.3*	7.6	5.7	-2.8	2.1	9.5	0.982
COc1cc2ccccc2cc1C(=O)Nc1nc(C)c(C(C)=O)s1	-411.7	0.6	-13.2	-1.6	16.4	2.0	4.9	1.06
O=C(Nc1nnc(C2=COCCO2)o1)c1cccc(Br)c1	-2.5	-3.7	-2.1	-1.3	-13.5	2.5	-1.0	1
CCN(C(=O)CSc1ncccn1)c1cccc2ccccc12	-0.6	0.2	-7.8	-1.1	0.3	1.7	-10.3	0.946
CCC(=O)Nc1ccc(NC(=O)c2oc3ccccc3c2C)cc1	-138.8	28.9*	-2.0	0.5	7.3	0.9	-0.8	0.88
CCOC(=O)/C(=C/c1c(C)n(C)c2ccc([N+](=O)[O-])cc12)C(C)=O	20.9	6.3	-1.6	2.1	-1.7	3.2	53.7	0.869
C[C@@H]1O[C@@H](OC[C@H]2O[C@@H](Oc3c(-c4ccc(O)cc4)oc4cc(O)cc(O)c4c3=O)[C@H](O)[C@@H](O)[C@@H]2O)[C@H](O)[C@H](O)[C@H]1O	16.7	-1.8	-3.3	-1.1	-0.4	0.4	2.7	0.942
CSc1cc(C)c(OCC(=O)Nc2c(C)nn(C)c2C)c(C)c1	11.5	-0.3	2.6	0.9	-7.0	-1.2	-18.4	1.15
C[C@H](CO)N1C[C@H](C)[C@@H](CN(C)C(=O)Nc2ccccc2)Oc2c(NC(=O)C3CCCCC3)cccc2C1=O	5.9	2.7	-5.7	-2.3	-0.4	-0.6	6.3	1.02
CC(C)[C@H](NC(=O)c1ccc(F)cc1)C(=O)NC1=NCCS1	19.8	-1.5	3.5	-0.3	3.3	2.4	-6.8	1.1
CC(C)(C)NC(=O)Cn1nnc(-c2ccc(S(C)(=O)=O)cc2)n1	11.0	0.5	-3.0	-0.8	2.2	-0.1	-10.7	1.53
CC1CCN(CC(=O)NCc2ccco2)CC1	14.5	2.1	-15.2	-2.6	9.9	-1.5	-3.1	1.08
CCCC1(c2ccccc2)NC(=O)N(CCN2C(=O)c3ccccc3C2=O)C1=O (configuration not stated)	22.2	0.9	-6.6	7.4	-12.3	2.1	2.5	0.949
CCN1C(=O)/C(=C/c2nc3ccccc3c(=O)[nH]2)c2ccccc21	24.3	-0.9	-2.3	-0.8	.	-0.1	1.4	.
CCOCCCNC(=O)/C(C#N)=C/c1ccc(-c2ccc(S(=O)(=O)N3CCOCC3)cc2)o1	-443.5	-3.0	-18.4	1.8	-5.1	-55.3	12.9	0.948
Cc1ccc(C(=O)Nc2nc3ccccc3[nH]2)cc1	-3.3	2.4	4.5	-1.7	93.2*	3.8	-4.0	1.43
CC1CCCCC12NC(=O)N(CC(=O)Nc1ccc(S(=O)(=O)N3CCOCC3)cc1)C2=O (configuration not stated)	7.4	0.4	2.0	0.2	-5.3	0.2	-16.4	0.887
CCCC1NC(=O)c2cccnc2-n2c1nc1ccc(OC)cc1c2=O (configuration not stated)	-0.8	.	.	5.4	.	-0.5	4.4	.
Cc1ccsc1C(=O)N1CCN(c2ncccn2)CC1	-14.3	-0.4	-4.5	-1.8	-5.2	0.8	9.8	1.09
CN=C1S/C(=C\c2ccc(N3CCOCC3)c(F)c2)C(=O)N1C	-274.2	-0.3	-6.9	1.0	-17.1	-73.9	10.8	0.939
CCOc1cc2[nH]c(=O)n(CCCCCC(=O)NCc3ccco3)c(=O)c2cc1OCC	-75.7	-3.1	-4.8	-2.4	-20.4	0.4	-10.3	1
Cc1cccn2c(=O)nc(SCC(=O)NCc3ccco3)nc12	-17.1	-0.1	-6.1	-1.9	-3.3	0.7	4.3	1.07
O=C(CCc1nnc(CCC2CCCCC2)o1)NCCc1ccccn1	1.5	-0.8	2.8	0.3	16.3	1.2	0.1	1.15
O=C(CC1C(=O)NCCN1C/C=C/c1ccccc1)NCCCC1CCCC1 (configuration not stated)	6.6	-1.1	-3.2	-0.8	-19.6	-5.9	-5.4	1.06
O=C(N/N=C/c1cc2c(c([N+](=O)[O-])c1)OCO2)c1ccncc1	5.1	0.7	-0.7	1.3	7.7	0.8	33.6	0.939
O=C(c1ccc(Cl)cc1)c1cn[nH]c1-c1ccccc1O	10.9	-1.8	2.4	5.2	-18.4	0.9	5.9	1.53
O=C(Cc1c(F)cccc1Cl)Nc1ccc(S(=O)(=O)N2CCCC2)cc1	-2.8	-2.6	-2.2	1.4	-0.5	2.2	16.2	1
c1coc(CN2CNc3nc4ccccc4n3C2)c1	14.3	1.1	-5.7	-0.5	-50.8	-0.6	9.0	1.08
NC(=O)NC(=O)c1nccnc1C(=O)O	19.8	1.8	-3.3	-0.9	-14.2	3.9	-3.3	1.16
CN(CC(=O)N1CCOCC1)S(=O)(=O)c1ccc2ccccc2c1	0.7	2.5	4.1	0.5	-10.7	-0.9	-24.1	0.819
Cc1ccccc1NS(=O)(=O)c1ccc(C(=O)N2CCCCCC2)cc1	15.8	0.5	-2.0	0.0	-4.1	0.1	-8.1	1.01
O=C(CSc1nnc(C2COc3ccccc3O2)o1)N1CCCC1 (configuration not stated)	18.0	-2.9	0.1	-1.2	10.9	0.0	46.4	0.899
Brc1c(C[n+]2ccccc2)nc2ccccn12	8.7	2.9	-0.2	1.3	-9.7	1.4	-6.1	0.942
Nc1nnc(SC2CC(=O)N(c3ccccc3)C2=O)s1 (configuration not stated)	1.4	1.5	-8.5	-1.2	-15.8	2.4	-5.5	0.959

A few values from the entries so far.
MPTP inh, Cc1ccccc1NS(=O)(=O)c1ccc(C(=O)N2CCCCCC2)cc1 reads 0.0
NR3A LBD binder, O=C(CSc1nnc(C2COc3ccccc3O2)o1)N1CCCC1 (configuration not stated) reads -2.9
SENP1 FRET inh, Nc1nnc(SC2CC(=O)N(c3ccccc3)C2=O)s1 (configuration not stated) reads 2.4
